SMARCA2 activ: activators of SMARCA2 function; MG213 cells, MMTV-luciferase reporter, dexamethasone, overnight; activation, % at 9.1 µM; hit rate 1% among 370,000; in the data active = activation above about 7.8%;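 note: 0% = vehicle wells and 100% = reference activator wells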
ADAM17 inh: inhibitors of human ADAM17. P78536. recombinant ADAM17, EDANS/DABCYL FRET peptide cleavage. inhibition, % at 6.95 µM. hit rate 0.83% among 370,000;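 active = inhibition above the mean of compounds lying between control limits plus 3 SD, set per campaign, cut at about 8.5% in these data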;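 note: 0% = DMSO-only wells as the low control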
hgDAF12 agonist: activates the H. glycines DAF-12 receptor ligand-binding domain; HEK293 GAL4-hgDAF12 UAS-luciferase reporter, agonist luminescence; normalized to butyrate control; activation, % at 6.8 µM; hit rate 1.8% among 370,000; AID 687014;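 active = activation above a cutoff set at the mean of all screened compounds plus 3 SD, cut at about 10% in these data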;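 note: 0% = DMSO wells and 100% = sodium butyrate wells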
PG9 Ab binder: PG9 antibody binding by small molecule; TR-FRET gp120-PG9 antibody binding; inhibition, % at 6.7 µM; hit rate 0.43% among 360,000; AID 624416; in the data active = inhibition above about 8.5%
NPR1 activator: GC-A (human) enzyme activation; HEK293 GC-A cells, cGMP TR-FRET, EC30 ANP; 0% at EC30 ANP, 100% saturating ANP; activation, % at 10 µM; hit rate 0.14% among 370,000; AID 1671463; in the data active = activation above about 40%
Target sequence (P16066 whole entry, looked up): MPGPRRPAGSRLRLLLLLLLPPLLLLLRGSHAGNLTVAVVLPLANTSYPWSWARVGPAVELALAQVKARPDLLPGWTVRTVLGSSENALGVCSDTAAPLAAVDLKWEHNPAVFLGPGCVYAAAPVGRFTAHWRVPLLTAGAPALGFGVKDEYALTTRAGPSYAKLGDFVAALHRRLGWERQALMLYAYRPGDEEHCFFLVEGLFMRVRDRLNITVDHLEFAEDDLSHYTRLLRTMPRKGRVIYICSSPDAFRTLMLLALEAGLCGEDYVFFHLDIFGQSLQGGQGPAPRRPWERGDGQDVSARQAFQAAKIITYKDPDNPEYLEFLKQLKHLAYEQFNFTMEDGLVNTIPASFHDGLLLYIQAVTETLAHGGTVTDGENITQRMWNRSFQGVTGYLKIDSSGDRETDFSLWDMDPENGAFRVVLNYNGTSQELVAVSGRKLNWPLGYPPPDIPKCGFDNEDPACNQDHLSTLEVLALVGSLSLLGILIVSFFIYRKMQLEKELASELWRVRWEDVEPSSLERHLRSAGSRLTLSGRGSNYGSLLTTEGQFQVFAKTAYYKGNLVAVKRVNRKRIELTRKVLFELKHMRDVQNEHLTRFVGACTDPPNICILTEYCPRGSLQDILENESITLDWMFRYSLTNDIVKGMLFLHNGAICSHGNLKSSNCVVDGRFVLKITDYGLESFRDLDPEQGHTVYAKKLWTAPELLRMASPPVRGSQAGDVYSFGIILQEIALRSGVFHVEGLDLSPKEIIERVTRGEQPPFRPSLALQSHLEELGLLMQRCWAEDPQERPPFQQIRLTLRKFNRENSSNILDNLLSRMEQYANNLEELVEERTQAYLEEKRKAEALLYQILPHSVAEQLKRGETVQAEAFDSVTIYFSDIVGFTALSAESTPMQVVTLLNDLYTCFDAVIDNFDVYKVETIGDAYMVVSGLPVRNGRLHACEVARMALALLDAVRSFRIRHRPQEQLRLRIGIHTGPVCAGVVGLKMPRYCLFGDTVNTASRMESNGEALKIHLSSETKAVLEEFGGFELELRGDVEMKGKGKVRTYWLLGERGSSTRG
ssDAF-12 act: S. stercoralis DAF-12 activation, primary screen; HEK293 ssDAF-12/GRIP1 lit1-tk-luc reporter, luminescence; % of 3 µM dafachronic acid response; activation, % at 6.8 µM; hit rate 1% among 370,000; AID 652126;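 active = activation above the mean over all tested compounds plus 3 SD, cut at about 0.9% in these data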;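 note: 0% = DMSO-only wells and 100% = 3 µM delta7-dafachronic acid wells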
FXN GAA850 act: increases GAA850 frataxin promoter reporter activity. hit rate 0.56% among 360,000. HEK293 lucGAA850 FXN promoter luciferase reporter, 24 h; percent of 10 µM SAHA response. activation, % at 6 µM;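 active = activation above the average of all compounds screened plus 3 SD, cutoff fixed separately per campaign, cut at about 7.5% in these data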;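 note: 0% = DMSO wells and 100% = 10 µM SAHA wells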
hcDAF-12 act: activates DAF-12 receptor from parasite H. contortus | hit rate 1.4% among 370,000 | HEK293 hcDAF-12 lit1-tk-luc reporter, luminescence; 0% DMSO, 100% Δ7-dafachronic acid | activation, % at 6.8 µM | AID 652067;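 active = activation above the mean of all tested compounds plus 3 SD, cut at about 5.5% in these data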;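 note: 100% = response to 3 µM Δ7-dafachronic acid high control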
ADAM10 inh: ADAM10 inhibition, QFRET primary screen; hit rate 0.62% among 370,000; inhibition, % at 7 µM; AID 720582; recombinant ADAM10, EDANS/DABCYL FRET peptide cleavage, 3 h;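 active = inhibition above a per-campaign cutoff equal to the mean of compounds falling between control-based bounds plus 3 SD, cut at about 20% in these data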;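 note: 0% = DMSO wells while the 100% control is not disclosed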
DAX1 inh-1: inhibits human nuclear receptor DAX1; P51843; HEK293 Gal4-DAX1 luciferase reporter, luminescence; inhibition, % at 6.75 µM; hit rate 0.99% among 340,000; AID 504766;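 active = inhibition above the mean over all tested compounds plus 3 SD, cut at about 4.2% in these data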;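 note: 0% = DAX1-transfected cells with DMSO and 100% = empty-vector control cells with DMSO; inhibition shows as a rise in luminescence from relieved DAX1 repression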
DAX1 inh-2: inhibitors of DAX1 repression of SF-1 activated StAR promoter; AID 652010; inhibition, % at 6.8 µM; HEK293T StAR-luciferase reporter, SF-1/DAX-1 repression relief; hit rate 1.1% among 370,000;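 active = inhibition above the mean over all tested compounds plus 3 SD, cut at about 3.6% in these data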;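 note: 0% = DAX-1 cells with DMSO and 100% = cells lacking DAX-1 with DMSO; higher inhibition means more luminescence from relief of DAX-1 repression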
The depositor's hits bear a star; · = not tested or not shown. Outcome played no part in choosing rows; overall some 6.8% were active at least once.

SMILES | SMARCA2 activ | ADAM17 inh | hgDAF12 agonist | PG9 Ab binder | NPR1 activator | ssDAF-12 act | FXN GAA850 act | hcDAF-12 act | ADAM10 inh | DAX1 inh-1 | DAX1 inh-2
CCCCn1cnc2c(c1=O)c1nc3ccccc3nc1n2Cc1ccc2c(c1)OCO2 | -4.3 | -6.3 | 2.2 | -0.1 | 51.6* | 0.0 | 3.6 | -0.8 | -6.3 | -1.6 | 0.3
COc1ccc(C(=O)NCS(=O)(=O)c2ccc(C)cc2)cc1 | -0.9 | 3.0 | 0.6 | 0.3 | 0.0 | -1.4 | 0.0 | 0.6 | 13.6 | -0.6 | -0.1
CCCOc1ccc(N2C(=O)CC(NCCc3ccc(S(N)(=O)=O)cc3)C2=O)cc1 (configuration not stated) | -0.5 | -2.7 | 1.5 | -0.4 | 1.0 | -1.1 | 1.2 | -0.9 | -0.5 | 1.2 | 0.1
O=C(COc1ccccc1Cl)Nc1ccc(S(=O)(=O)Nc2ccccn2)cc1 | -4.3 | -8.5 | -1.4 | -3.0 | -0.2 | -0.4 | 6.0 | -1.7 | -25.0 | -1.9 | -0.3
Nc1nc(CN2CCN(c3ccccc3F)CC2)nc(Nc2ccc3c(c2)OCCO3)n1 | -2.3 | -5.2 | -3.0 | 0.2 | -1.3 | -1.9 | 2.2 | -0.4 | -5.0 | -1.4 | -0.6
COc1ccc(NC(=O)CN2CCCN(S(=O)(=O)c3ccc(F)cc3)CC2)cc1 | -0.7 | -4.8 | 2.8 | -0.6 | 3.5 | -1.9 | 1.5 | -1.5 | -4.3 | 1.6 | -1.1
Cc1nnc(SCC(=O)NCc2ccccc2Cl)n(N)c1=O | -0.1 | -1.4 | 0.2 | -1.0 | -0.8 | -1.4 | 1.2 | 1.8 | 1.9 | 0.4 | -0.4
CC1CCN(S(=O)(=O)N2CCC(C(=O)NCc3cccnc3)CC2)CC1 | 2.2 | -2.2 | 0.2 | -0.9 | -1.7 | -0.6 | 1.4 | -0.9 | 8.7 | -0.5 | 0.0
Cc1cccc(NC(=O)CSc2cccc3cccnc23)c1 | 1.4 | -54.9 | 1.2 | -1.8 | -11.0 | -1.6 | 3.5 | -0.4 | -126.5 | -1.6 | -0.1
COc1ccc(S(=O)(=O)Nc2nc3ccccc3s2)cc1 | -3.0 | -4.4 | -0.4 | 1.7 | 1.9 | -1.1 | -1.2 | 4.2 | -1.9 | -0.1 | 0.2
COc1cc2c(cc1OC)C1=C(C#N)CN(C3CCCCC3)CN1CC2 | 1.9 | -41.0 | -0.7 | -0.3 | 3.9 | -1.6 | 4.5 | -3.0 | -160.0 | -0.5 | -1.6
NC(=O)C[n+]1ccc(/C=N/O)cc1 | 1.0 | -2.5 | 1.1 | -2.7 | 1.4 | -0.8 | 1.3 | 2.9 | -7.6 | 0.2 | -0.4
C=CCNCCOCCOc1ccc(C)cc1[N+](=O)[O-] | -0.6 | 0.1 | 0.8 | 1.9 | 4.9 | -0.2 | -0.3 | 0.7 | -5.6 | 1.0 | 0.2
CNC(=O)NC(=O)COC(=O)c1ccc(-n2c(C)ccc2C)cc1 | -3.2 | -0.8 | -3.4 | -0.1 | 4.0 | -1.3 | 1.0 | -0.9 | -11.0 | 0.5 | 0.2
COc1ccc(Cl)cc1NC(=O)C1CCCN(S(C)(=O)=O)C1 (configuration not stated) | -4.0 | 4.6 | -1.0 | -0.8 | -3.4 | -1.1 | -2.4 | -1.7 | 10.2 | -0.7 | 0.4
CCN(CC)C(=O)c1ccc(CS(=O)(=O)Cc2ccccc2)cc1 | -3.4 | -1.1 | 2.2 | -0.2 | 3.9 | -2.3 | 0.3 | -2.3 | 2.6 | 0.3 | 0.2
O=C(CCCOc1ccc(Cl)cc1)Nc1nncs1 | 0.7 | -1.6 | -1.9 | -0.7 | 4.1 | -1.3 | 4.5 | -2.2 | 5.0 | -0.2 | 0.0
COC(=O)C1=C(C)N(C2CCCCC2)C(=O)C1 | -0.9 | -6.6 | 3.0 | 2.5 | 0.8 | -0.7 | 0.7 | -0.3 | 1.8 | 0.7 | -0.2
CCOc1ccc2nc(-c3cc(NC(C)=O)ccc3O)sc2c1 | 3.3 | -12.1 | 0.9 | 1.8 | 8.7 | -1.3 | 3.7 | 0.2 | -31.8 | -0.4 | 2.2
Cc1ccc(-c2nc3cccnc3o2)cc1NC(=O)COc1ccc(C(C)(C)C)cc1 | 0.3 | 1.3 | -1.0 | -4.4 | 0.6 | -1.0 | -2.5 | -0.2 | -0.2 | -0.2 | -0.2
CCOC(=O)C1=C(C)N=c2s/c(=C3\C(=O)Nc4ccccc43)c(=O)n2C1c1ccc2c(c1)OCO2 (configuration not stated) | 11.1* | 6.6 | 0.6 | 0.4 | -1.8 | -0.4 | 1.4 | 3.8 | 10.4 | 2.0 | 0.4
Cc1ccnc2nc(C(=O)OCC(=O)Nc3ccc4c(c3)OC(F)(F)O4)nn12 | -2.7 | -3.6 | -0.7 | -1.2 | 3.6 | -1.5 | -0.6 | -0.7 | -5.4 | 1.1 | -0.2
CC(C(=O)N1CCCCC1)N1CCN(S(=O)(=O)c2ccc(Cl)cc2)CC1 (configuration not stated) | 0.5 | -3.6 | 1.5 | -0.2 | 1.3 | -1.0 | -0.8 | 2.1 | -1.5 | 1.5 | 1.2
CS(=O)(=O)N1CCC(C(=O)Nc2ccc(Oc3ccccc3)cc2)CC1 | -1.4 | -4.4 | 0.5 | -0.4 | 2.3 | -1.4 | 1.5 | -1.8 | 0.9 | -1.9 | -0.1
CCOC(=O)Cc1c(C)[nH]c(=S)[nH]c1=O | 0.5 | -3.3 | 0.3 | 0.1 | -3.2 | -0.8 | -1.9 | -0.4 | 7.3 | -0.3 | 0.3
CCNC(=S)N1CCN(Cc2ccccc2)CC1 | 1.0 | -0.5 | 0.1 | -0.4 | 3.5 | -1.1 | -0.5 | -1.4 | -5.1 | -0.2 | 0.2
CN1C2CCC1/C(=C\c1ccccc1F)C(=O)/C2=C/c1ccccc1F | -1.1 | -64.9 | -0.3 | -1.2 | -13.0 | -1.0 | 2.5 | -3.5 | -155.1 | -0.3 | -0.2
CCC1=C(OC(=O)N(CC)CC)N2C(=O)OC(=NCC3CC3)[C@]2(Cc2ccccc2)[C@H]2C1=CC[C@H]1C(=O)NC(=O)[C@H]12 | 0.4 | -1.5 | 1.2 | -1.3 | -4.7 | -0.6 | -2.8 | 0.4 | 4.4 | 0.3 | -0.1
CC1CCC(NS(=O)(=O)c2ccc(Cl)nc2)CC1 (configuration not stated) | 1.3 | -5.8 | 3.3 | -1.1 | -0.7 | -1.5 | 1.3 | 3.5 | -9.2 | 1.1 | 2.2
O=C(CSc1nnc2ccc(-c3cccnc3)nn12)Nc1ccccc1 | -0.7 | -2.3 | 1.6 | 0.5 | 0.2 | -0.4 | 1.9 | 0.2 | -14.7 | 0.2 | 0.8
CCc1ccc(N(CC(=O)NCc2ccco2)C(=O)CCC(=O)Nc2nccs2)cc1 | 1.5 | -2.0 | 1.0 | -2.0 | -0.3 | -1.0 | -0.4 | 1.5 | -0.4 | 1.5 | -0.3
CC(C)c1ccc(C(=O)Nc2nnc(S(=O)(=O)N3CCCCC3)s2)cc1 | -0.2 | -3.1 | -1.3 | 1.1 | 2.8 | -1.3 | -0.2 | 0.0 | -6.0 | -0.2 | -0.2
Cc1ccc(Cn2cc(-c3ccccc3)nn2)cc1 | 5.2 | -0.7 | 5.2 | 0.0 | 1.7 | -1.2 | 1.0 | 2.3 | 1.8 | 3.7 | 1.4
Cc1nn(C)c(C)c1CN(C)C(=O)CCCC(=O)O | -0.6 | -0.5 | -2.6 | -2.9 | 0.4 | -0.4 | 0.8 | -0.4 | 4.0 | 1.2 | -0.3
CCOc1ccc(-c2noc(-c3cccnc3)n2)cc1OCC | -6.8 | -3.1 | -3.4 | -1.8 | 0.9 | -2.4 | 2.6 | -0.8 | 6.5 | · | -0.2
O=C1CN(C(=O)COC(=O)c2cnc(Cl)c(Cl)c2)c2ccccc2N1 | 0.8 | -3.9 | 0.6 | -2.0 | 0.9 | -1.1 | -0.5 | -0.1 | -2.4 | 0.7 | -0.4
CCCN1CCN(CCCNC(=O)CCn2nc(-c3ccccc3)ccc2=O)CC1 | -1.3 | -4.1 | 4.3 | 0.0 | 1.3 | -0.9 | -0.1 | -1.2 | -11.0 | 1.3 | 0.0
CCN(c1ccccc1)S(=O)(=O)c1ccc2c(c1)OCCO2 | 3.7 | 4.3 | 2.6 | -2.8 | -4.1 | -0.4 | 0.8 | -0.1 | -7.5 | 0.2 | 0.4
CCOc1ccc(C(=O)NCC(=O)Nc2ccc3c(c2)OCO3)cc1OCC | 0.1 | -1.3 | 2.4 | -2.2 | -0.8 | -1.2 | 1.3 | 0.1 | 2.5 | 2.5 | -0.8
CSc1cc(C)nc(NC(C)=O)n1 | -1.1 | -6.2 | -4.0 | 2.6 | 1.0 | -0.3 | 1.4 | -1.3 | -0.8 | 1.1 | 0.6
O=C(CN1CCC(NC(=O)C2CC2)CC1)Nc1cccc(F)c1 | -4.5 | -3.0 | 1.4 | 2.2 | -6.2 | 0.9* | 1.5 | 4.7 | -4.9 | 0.1 | 0.5
Cc1ccc(C(=O)N2CCCCCC2)cc1S(=O)(=O)Nc1ccccc1 | -1.3 | -1.1 | -0.9 | -0.4 | 3.8 | -1.0 | 1.9 | -1.6 | -10.2 | -0.8 | -1.2
Cc1ccc(CO/N=C/C2=C(Cl)c3ccccc3CC2)cc1 | -1.9 | -2.6 | 2.2 | 1.7 | -1.6 | -1.1 | -0.5 | -0.3 | -6.0 | 0.2 | -0.5
CCC(=O)N[C@H]1C[C@@H]2O[C@@H](CO)CC[C@@H]2O[C@@H]1CCc1ccc(-c2cccc(OC)c2)cc1 | -1.4 | -3.8 | 1.1 | · | 3.6 | -1.2 | · | 0.1 | -5.9 | · | -0.7
O=C1CCC([N+](=O)[O-])C(C2CC=CCC2)N1 (configuration not stated) | -0.3 | -5.3 | -0.8 | 1.0 | 1.5 | -0.6 | 1.0 | 1.9 | -8.7 | 0.9 | 0.3
CCC(=O)NC1(C(F)(F)F)C(=O)NC(C)=C1C#N (configuration not stated) | -4.2 | 0.2 | 1.3 | -0.9 | 1.9 | -0.3 | 0.1 | -4.6 | 6.3 | -0.1 | -0.2
Cc1ccc(NC(=O)CS(=O)CC(=O)N(C2CCCC2)C(C)C(=O)NC2CCCCC2)cc1 (configuration not stated) | -1.8 | -0.4 | -2.5 | 0.0 | 5.8 | -1.5 | -2.9 | 0.5 | 5.2 | -0.8 | -0.8
COc1ccc(C(=O)N2CCN(Cc3nc(CC4CC4)no3)CC2)cc1 | 4.4 | -0.2 | -0.1 | -0.4 | -1.0 | -0.7 | 2.8 | -1.2 | 11.0 | -0.2 | -0.2
CC1CCC(n2c(=S)[nH]c3ccccc3c2=O)CC1 (configuration not stated) | 1.0 | -0.9 | -1.1 | -0.2 | -1.5 | -1.6 | 3.8 | -1.4 | 1.9 | -0.5 | -0.6

Screens as filed in PubChem.
